Bioassay records (PubChem BioAssay)
HT1080 IDH1KD tx = toxicity to HT-1080 IDH1 knockdown cells (counter line); Potency, µM (highest dose often 46.1 µM), for inactives: at the top dose activity, negative = toxicity, actives largely listed as cytotoxic; AID 686971; hit rate 2% among 360,000; HT-1080 IDH1 knockdown viability, ATP luminescence, 48 h;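 note: 0% = DMSO wells and -100% = cell-free medium wells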
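CellTiter-Glo luminescence after 48 h compound exposure at 37 degrees C of IDH1-knockdown HT-1080 cells in 5% FBS RPMI. %Activity scaled between DMSO wells and cell-free media wells, with curves fitted and assigned curve classes.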
KB-3-1 tox = KB-3-1 parental cell cytotoxicity. KB-3-1 viability, CellTiter-Glo ATP luminescence, 72 h. Potency, µM (doses to about 46.1 µM), without a hit: at the highest dose activity change, negative = cytotoxic, usual class: cytotoxic. hit rate 1.4% among 400,000. AID 1347075; note: % is set by controls: 0 for no effect and ±100 for the full control effect; nearly all actives have a fitted effect of over 60% in size
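Here the drug-naive KB-3-1 line serves as comparator for MDR sub-line selectivity; cells received compound titrations, 72 h at 37 °C, then CellTiter-Glo readout.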
GLP-1R agonist = GLP-1 receptor (human) agonism; P43220; Potency, µM (doses to about 45.6 µM), without a hit: at the highest dose activation, most hits filed as activators; hit rate 0.007% among 380,000; HEK293 GLP-1R CRE-luciferase, luminescence, 4-6 h; cells express a hypersensitive GLP-1R form; AID 624172; note: % of control where 0% means no effect
Target sequence (P43220 whole entry, looked up): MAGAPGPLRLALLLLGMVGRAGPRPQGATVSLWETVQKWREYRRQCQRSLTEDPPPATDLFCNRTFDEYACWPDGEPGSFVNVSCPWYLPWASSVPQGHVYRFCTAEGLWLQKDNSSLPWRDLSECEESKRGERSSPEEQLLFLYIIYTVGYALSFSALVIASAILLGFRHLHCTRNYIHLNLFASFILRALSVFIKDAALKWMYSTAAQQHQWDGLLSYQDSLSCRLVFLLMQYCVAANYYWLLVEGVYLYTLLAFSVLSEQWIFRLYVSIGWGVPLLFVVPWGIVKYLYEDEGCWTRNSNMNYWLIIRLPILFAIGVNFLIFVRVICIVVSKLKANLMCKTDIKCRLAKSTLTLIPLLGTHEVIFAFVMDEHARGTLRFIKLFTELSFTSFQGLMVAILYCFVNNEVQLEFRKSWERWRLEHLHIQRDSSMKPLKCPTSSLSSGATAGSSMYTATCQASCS
GLP1R inv ag = GLP-1 receptor (human) inverse agonism. P43220. HEK293 GLP-1R CRE-luciferase, luminescence, 24 h; GLP-1R form is constitutively active. Potency, µM (doses to about 38.3 µM), inactives show top-dose activity change, negative = inhibition, usual class: inhibitors. hit rate 1.6% among 410,000; note: % is set by controls: 0 for no effect and ±100 for the full control effect; nearly all actives have a fitted effect of over 55% in size
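HEK293 cells stably co-expressing a cAMP-responsive luciferase reporter and constitutively active GLP-1R were seeded, incubated 12 h, then exposed to compounds for 24 h at 37 C. Luminescence was read 12 min after detection reagent; inverse agonists lower signal.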
KB-V1 MDR tox = KB-V1 MDR subline cytotoxicity. KB-V1 MDR cells viability, CellTiter-Glo, 72 h. Potency, µM (top dose mostly 46.1 µM), for the others: at the highest dose activity change, negative = cytotoxicity, hits mostly cytotoxic. hit rate 3.4% among 400,000; note: % is set by controls: 0 for no effect and ±100 for the full control effect; nearly all actives have a fitted effect of over 60% in size
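Readout: CellTiter-Glo luminescence, 10 min after addition. Cells: KB-V1 MDR subline, 72 h at 37 degrees C with compound. Analysis: corrected, normalized data fitted to concentration-effect curves.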
HT1080NT lethal = kills 2HG-producing HT-1080-NT fibrosarcoma cells; HT-1080-NT fibrosarcoma viability, CellTiter-Glo ATP luminescence, 48 h; Potency, µM (doses to about 46.1 µM), inactives show at the highest dose activity, negative = less viability, most hits filed as cytotoxic; hit rate 1.6% among 360,000; AID 686970;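 note: NT is the 2HG producing partner of a matched IDH1 knockdown line; 0% = DMSO-treated cells and -100% = media-only wells without cells; nearly all actives have a fitted effect of over 55% in size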
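Read-out is CellTiter-Glo luminescence after 10 minutes at room temperature, following 48 hours' compound treatment of HT-1080-NT cells (750 cells/well, RPMI, 5% FBS, 37 degrees C).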
TDP43 rescue = inhibitors of TDP-43 toxicity in yeast; Potency, µM (doses to about 46.1 µM), inactives show at the highest dose growth rescue (activation), hits mostly activators; TDP-43 expressing yeast growth rescue, BacTiter-Glo, 24 h; hit rate 1.8% among 410,000; note: % of control where 0% means no effect; nearly all actives have a fitted effect of over 50% in size
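Readout is BacTiter-Glo luminescence of cell growth, so inhibitors register as activators. TDP-43-expressing yeast at OD600=0.02 in galactose medium, after raffinose pregrowth to mid-log, were incubated with compound for 24 hr at 30 deg C.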
SW480 rerep = induces DNA re-replication in SW480 colon adenocarcinoma cells. SW480 DNA re-replication, Hoechst DNA content imaging, 48 h. Potency, µM (series often up to 46.1 µM), for inactives: at the highest dose re-replication activation, most hits filed as activators. hit rate 1.8% among 340,000; note: % of control where 0% means no effect; nearly all actives have a fitted effect of over 55% in size
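250 cells/well; 23 nL cpd via pin tool; 48 hr, 37 C, 5% CO2; Hoechst 40 min; imager read of total nuclear intensity, ex 405/em 500-530 nm.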
GLP1R cytotox = cytotoxic in the GLP-1 receptor inverse agonist counter-screen; HEK293 cAMP-luciferase reporter cells, luminescence, 24 h; Potency, µM (titrated, usually from 38.3 µM), for inactives: at the highest dose activity change, negative = inhibition, actives largely listed as inhibitors; hit rate 0.13% among 410,000; AID 624418;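 note: loss of luciferase light is scored as toxicity; % is set by controls: 0 for no effect and ±100 for the full control effect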
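Step one: seed cells (200 cells/uL, DMEM with 10% Nu serum, 1% pen-strep). Step two: 12-hour incubation at 37 deg C. Step three: pin 23 nL compound, incubate 24 hr. Step four: add luciferase reagent, read luminescence 12 min later.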
* hit, by the source's call; ? = inconclusive; . = no result given; [ ] = remark or other dose. Calls come from the whole dose curve; as a rule, active = well fitted curve in the direction sought with a large enough effect; inconclusive = small, poorly fitted or top-dose-only effect, or another doubt; inactive = no such curve, though single readings can be large; an effect the other way counts as inactive or inconclusive. Potency is the fitted concentration of half-maximal effect.

molecule,HT1080 IDH1KD tx,KB-3-1 tox,GLP-1R agonist,GLP1R inv ag,KB-V1 MDR tox,HT1080NT lethal,TDP43 rescue,SW480 rerep,GLP1R cytotox
COc1ccc(CCNC(=O)CSc2n[nH]c(N)n2)cc1OC,8%,-3%,10%,54%[activator],-2%,4%,-9%,1%,-3%
Cn1c(N2CCOCC2)c(C#N)c2ccccc21,-1%,4%,-3%,24%,1%,1%,25%,-3%,0%
O=C(NCc1cccnc1)c1ccc(Br)o1,0%,14%,7%,0%,12%,-1%,12%,-8%,7%
CCc1nc2ccc(C(=O)NCc3ccccc3OC)cn2c1N(C)C(=O)Cc1ccccc1,0%,0%,10%,17%,0%,5%,11%,.,2%
Cc1ccnc(NC(=S)NC(=O)c2cccs2)c1,-4%,12%,2%,?,?,-4%,16µM*,8%,-18%
CSc1cccc(NC(=S)NCCCN2CCN(c3ccc(F)cc3)CC2)c1,0%,7%,3%,7%,-2%,3%,-10%,-4%,2%
O=C(NC1CCCCC1)c1ccc2c(c1)S(=O)(=O)c1ccccc1C2=O,5%,5%,11%,23%,?,5%,5%,8%,2%
CCOC(=O)CSc1snnc1C,-3%,-2%,-15%,3%,-3%,0%,9%,-12%,-4%
CCCCNC(=O)c1sc2ncnc(N3CCc4ccccc4C3)c2c1C,-10%,-15%,-5%,9%,-13%,-14%,-30%,8%,1%
O=S(=O)(Nc1ccc(S(=O)(=O)Nc2nccs2)cc1)c1ccc(Br)cc1,9%,1%,-2%,3%,-4%,0%,-22%,11%,1%
COc1cc(SC)ccc1C(=O)Nc1cc(C)ccn1,-19%,-9%,-6%,?,-11%,-12%,6%,-3%,8%
CCNC(COC(=O)c1ccc([N+](=O)[O-])cc1)C1CCCCC1 (centres undefined),2%,0%,-1%,0%,-5%,9%,0%,-2%,-6%
Cc1ccnc2nc(C(=O)OCC(=O)Nc3ccc([N+](=O)[O-])cc3Br)nn12,6%,-7%,-15%,-1%,-18%,-5%,0%,-5%,-21%
Cc1cc(Cl)ccc1NC(=S)N1CCOCC1,22%,-1%,-2%,9%,-3%,11%,-12%,-2%,1%
CC1(C)CC(=O)/C(=C(/O)Cc2ccccc2)C(=NCCc2ccccc2)C1,8%,-1%,-4%,?,13%,15%,7%,-1%,-2%
CCOc1ccc(C2/C(=C(\O)c3ccc(OC)c(OC)c3)C(=O)C(=O)N2c2cc(C)on2)cc1OC (centres undefined),-5%,0%,-7%,9%,11%,0%,-6%,-9%,-18%
COc1cccc(NC(=O)c2ccc(S(=O)(=O)N3CCCCC3)cc2)c1,-21%,-21%,3%,?,-12%,-23%,?,2%,-13%
O=C(CCC(=O)Nc1ccccc1Cl)NNC(=O)COc1ccc([N+](=O)[O-])cc1,-6%,11%,-2%,?,?,-2%,-7%,-8%,0%
CCOc1c2ccc(C(=O)NCc3ccc4c(c3)OCO4)cc2nn1CCOC,1%,16%,-2%,2%,13%,-13%,13%,-6%,-26%
COc1ccc(C2(C(=O)Nc3ccc(C(=O)O)cc3)CCOCC2)cc1,9%,3%,-3%,0%,20%,12%,-9%,2%,0%
CCCC(NC(=S)NCC1CCCO1)C12CC3CC(CC(C3)C1)C2 (centres undefined),?,0%,13%,5.6µM*,-22%,-14%,?,28%,?
c1ccc(-c2csc3ncnc(N4CCN(Cc5ccc6c(c5)OCO6)CC4)c23)cc1,1%,?,-1%,7%,?,8%,9%,-21%,-13%
C/C=C/C(=O)OCC(=O)Nc1nc2ccc(C)cc2s1,1%,2%,-10%,41%[activator],12%,-3%,14%,5%,-1%
O=C(NCc1ccco1)c1cccc2c1C(=O)c1ccc(N3CCC(N4CCCCC4)CC3)cc1S2(=O)=O,1%,0%,6%,5%,0%,5%,8%,.,2%
CCc1ccc(C2NC(=S)NC3=C2C(=O)CC(C)(C)C3)cc1 (centres undefined),-2%,-5%,8%,0%,?,-6%,7%,-5%,-1%
CC1(C)Cc2cccc(C(=O)Nc3ccc(F)cc3F)c2O1,-6%,-5%,12%,-28%,1%,1%,20µM*,-1%,2%
CCOc1ccc(OCC)c(NC(=O)CCc2nc3cccnc3n2Cc2cccs2)c1,.,1%,.,-15%,-15%,.,0%,.,26%
COCCNc1nc(Nc2ccc(C(=O)OC)cc2)c2sccc2n1,?,0%,16%,-28%,-19%,-25%,16%,.,5%
COc1ccc(C)cc1NC(=O)CN1C(=O)COc2ccc(S(=O)(=O)N3CCCCC3)cc21,-7%,0%,0%,3%,-13%,-14%,-9%,-6%,-1%
CCOC(=O)c1sc(NC(=O)CCN2CCN(CC)CC2)c(C(=O)OCC)c1C,18µM*,1%,17%,?,2%,23µM*,-1%,?,0%

Among those listed so far, 2 contain a Cl atom:
molecule,HT1080 IDH1KD tx,KB-3-1 tox,GLP-1R agonist,GLP1R inv ag,KB-V1 MDR tox,HT1080NT lethal,TDP43 rescue,SW480 rerep,GLP1R cytotox
Cc1cc(Cl)ccc1NC(=S)N1CCOCC1,22%,-1%,-2%,9%,-3%,11%,-12%,-2%,1%
O=C(CCC(=O)Nc1ccccc1Cl)NNC(=O)COc1ccc([N+](=O)[O-])cc1,-6%,11%,-2%,?,?,-2%,-7%,-8%,0%

Next part:
molecule,HT1080 IDH1KD tx,KB-3-1 tox,GLP-1R agonist,GLP1R inv ag,KB-V1 MDR tox,HT1080NT lethal,TDP43 rescue,SW480 rerep,GLP1R cytotox
COc1ccc(C(=O)/C=C/Nc2ccc(S(=O)(=O)Nc3cccc(C(C)=O)c3)cc2)cc1,-27%,-4%,0%,4%,10%,-20%,10%,-3%,-4%
O=C(CCCc1ccccc1)N=C1SC2CS(=O)(=O)CC2N1c1ccccc1F (centres undefined),4%,3%,2%,-7%,?,2%,-6%,7%,1%
COc1ccc(CCNC(=O)/C=C/c2ccc(OC)c(S(=O)(=O)N3CCOCC3)c2)cc1,-2%,-20%,0%,1%,0%,2%,1%,?,-12%
O=C(Nc1ccccc1-c1ccccc1)C1CCCCC1,-7%,15%,4%,?,-7%,-3%,8%,-50%[inhibitor],18%
CCOC(=O)c1c(NC(=O)C(C)Sc2cn(CCNC(=O)c3ccc(OCC)cc3)c3ccccc23)sc2c1CCC2 (centres undefined),.,0%,1%,2%,8%,.,19%,.,3%
CC1=C(C(=O)OCC2CCCO2)C(c2ccc(Cl)c(Cl)c2)NC(=O)N1 (centres undefined),-1%,-19%,7%,-22%,-16%,-4%,-13%,?,3%
Cc1cnc(C(=O)OCC(=O)N2CCc3ccccc32)cn1,8%,1%,4%,11%,-6%,-4%,0%,0%,-4%
O=c1c2c(n3cnnc3n1C1CCCCC1)-c1ccccc1CC21CCCCC1,26%,-1%,1%,0%,0%,-1%,-21%,-1%,8%
CCCCSc1nc2c(c(C(F)(F)F)c1C#N)CCC2,15%,0%,-5%,-19%,1%,0%,?,?,-6%
O=C1c2ccc3c4c(ccc(c24)C(=O)N1NC(=O)C(F)(F)F)CC3,13%[9.24 µM],13%,-2%,0%,11%,-19%,-7%,?,5%
O/C(=C\c1nc2ccccc2[nH]1)c1cccs1,?,-11%,9%,12%,7%,-29%,?,?,17%
Cc1cccc(N2CCN(C(=O)Cc3cn(C)c4ccccc34)CC2)c1C,?,?,0%,?,18µM*,?,?,?,?
O=C(O)CCCc1c(-[n+]2ccccc2)[nH]c2ccccc12,-2%,1%,0%,9%,1%,-2%,7%,5%,-1%
Cc1noc(C)c1CSc1nnc2cc(C)c3ccccc3n12,12%,22%,-9%,17%,0%,14%,-5%,-12%,-2%
CCOc1ccc(C(=O)Nc2cc(C)on2)cc1OCC,9%,-2%,-2%,8%,-5%,-1%,?,-5%,15%
CCc1ccc(NC(=O)CSC2=Nc3ccccc3C3=NC(CCC(=O)NCc4ccco4)C(=O)N23)cc1 (centres undefined),.,22%,.,-8%,3%,.,0%,.,1%
NS(=O)(=O)c1ccc2nc(-c3ccccc3)c(-c3ccccc3)nc2c1,-25%,2%,9%,47%[activator],2%,-27%,3%,-9%,-7%
O=C1C=C(/C=C/c2ccccc2)C[C@@H](c2ccc3c(c2)OCO3)C1,-17%,7%,12%,?,10%,-12%,20µM*,0%,1%
C=CCc1ccc(OCCOCCOc2ccc(C)cc2[N+](=O)[O-])c(OC)c1,0%,-12%,20%,?,?,-9%,0%,10%,0%
CC(=O)c1cccc(N(CC(=O)NCCc2ccccc2)C(=O)c2csnn2)c1,-1%,1%,8%,-6%,0%,5%,0%,3%,-6%
Cc1ccc(NC(=O)CSc2nc3ccccc3c(=O)[nH]2)cc1[N+](=O)[O-],-1%,.,12%,5%,.,0%,1%,0%,-22%
O=C(C1CCCN(S(=O)(=O)c2cc(Cl)ccc2Cl)C1)N1CCCC1 (centres undefined),3%,-20%,8%,?,?,-7%,?,0%,-6%
O=C(C1CCCC1)N1CCC(CC2CC(c3cccc(Br)c3)=NO2)(C(=O)NCC2CCCCC2)CC1 (centres undefined),-6%,-12%,2%,?,-21%,-8%,-10%,-1%,3%
CCN(CC)C(=O)CN1C(=O)c2cccc3cccc(c23)C1=O,25%,10%,4%,-11%[7.66 µM],-3%,26%,9%[9.22 µM],-3%,-2%[7.66 µM]
Cc1cc(C(=O)NCc2ccccc2C)c2c(C)nn(-c3cccc(F)c3)c2n1,.,2%,.,53%[activator],0%,.,3%[9.22 µM],.,-7%
COc1cc(CC(=O)OCC(=O)Nc2ccc3c(c2)OCCO3)cc(OC)c1OC,-3%,?,5%,-1%,?,0%,-5%,0%,-5%
